Screening data from PubChem BioAssay.
Tat export inh – inhibitors of E. coli Tat protein transport; E. coli MC4100 TorA-mCherry Tat export, fluorescence; inhibition, % at 10 µM; 0.036% of 340,000 active; AID 488895;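 active = mean replicate inhibition at least 50% and at least half of replicates individually reaching 50%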;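 also: exported cargo escapes ClpAP degradation while cytoplasmic cargo is degraded and loses fluorescence; 0% = median of neutral control wells and 100% = median of NaSCN control wells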
Mot1-301 SUMO – inhibitors of SUMOylation pathway: yeast Mot1-301 growth rescue | growth rescue, % at 18.8 µM | S. cerevisiae Mot1-301 growth rescue, ATP luminescence, 38.5C; percent above DMSO median, 100 means doubled | 1% of 320,000 active;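 active = every valid replicate shows activation above 250% relative to neutral control wells; inactive = the rest, any valid replicate at or below 250%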;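 also: OY570 slx delta 5 strain wells were the positive control but not used for scaling; some compounds called inactive have numbers as strong as hits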
Pemphigus Ab inh – inhibitors of pemphigus antibody binding to human desmoglein-3; P32926; DSG3-coupled beads, scFv-anti-DSG3-GFP binding, flow cytometry; stronger effect = lower value; binding (percent of control), % at 10 µM; 0.48% of 310,000 active; AID 588358;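 active = binding more than 3 SD below its plate's average and above zero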;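 also: hits lower antibody fragment binding to DSG3; some compounds called inactive have numbers as strong as hits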
AddAB inh – less growth of phage-infected E. coli with AddAB | E. coli expressing H. pylori AddAB, absorbance growth | inhibition, % at 11.9 µM | 0.29% of 330,000 active | AID 435030; in the data active = inhibition above about 12%;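 also: 0% = vehicle wells of infected cells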
PfHsp90 set2 – growth inhibition of yeast expressing Plasmodium Hsp90. S. cerevisiae expressing PfHsp90, BacTiter-Glo ATP, 48 h; yeast lacking PDR1 and PDR3 efflux regulators. inhibition, % at 9.4 µM. 0.32% of 310,000 active. AID 504621;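 active = every replicate shows inhibition above about 80%, whatever the replicate mean, limit read from the data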;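 also: 0% = DMSO neutral controls and 100% = 20 µM radicicol positive controls; yeast relying on Plasmodium falciparum Hsp90 in place of its own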
OPRM1-OPRD1 inv – inverse agonist of human OPRM1-OPRD1 heterodimerization. cell-based MOR-DOR heterodimer luminescence, inverse agonism. inhibition, % at 9.3 µM. 0.21% of 340,000 active; in the data active = inhibition above about 22%, passing the limit was not always enough;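 also: 0% = cells with DMSO and 100% = wells without cells with DMSO; values of inactives mirror those of a sister screen read the other way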
Target sequence (P35372 whole entry, looked up): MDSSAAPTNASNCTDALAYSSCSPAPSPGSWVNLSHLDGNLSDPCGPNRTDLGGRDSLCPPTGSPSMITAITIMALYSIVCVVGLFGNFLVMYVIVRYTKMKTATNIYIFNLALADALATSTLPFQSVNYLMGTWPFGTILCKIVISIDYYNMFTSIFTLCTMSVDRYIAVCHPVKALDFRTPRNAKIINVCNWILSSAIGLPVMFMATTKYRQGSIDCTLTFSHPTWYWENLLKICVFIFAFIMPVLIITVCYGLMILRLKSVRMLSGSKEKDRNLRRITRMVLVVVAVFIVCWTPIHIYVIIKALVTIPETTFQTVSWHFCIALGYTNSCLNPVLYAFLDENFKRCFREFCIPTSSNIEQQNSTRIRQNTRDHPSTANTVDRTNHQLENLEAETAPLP
Target sequence (P41143 whole entry, looked up): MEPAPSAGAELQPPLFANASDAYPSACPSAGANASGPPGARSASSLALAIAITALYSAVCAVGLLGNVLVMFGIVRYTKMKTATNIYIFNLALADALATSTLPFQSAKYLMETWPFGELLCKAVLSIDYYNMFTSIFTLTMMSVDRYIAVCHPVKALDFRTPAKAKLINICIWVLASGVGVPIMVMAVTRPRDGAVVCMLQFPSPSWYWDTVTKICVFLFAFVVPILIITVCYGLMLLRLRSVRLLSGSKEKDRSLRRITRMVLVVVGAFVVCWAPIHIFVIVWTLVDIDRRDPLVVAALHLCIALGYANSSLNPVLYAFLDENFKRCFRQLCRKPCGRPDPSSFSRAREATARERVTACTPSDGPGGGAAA
Ecoli viability – reduces bacterial viability in AddAB counter-screen; E. coli V3065 growth, OD600 absorbance, 18 h; inhibition, % at 11.9 µM; 0.27% of 330,000 active; AID 449728;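 active = inhibition above the campaign's mean inhibition across all tested compounds plus 3 SD, cut at about 9.9% in these data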;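 also: uninfected addAB+ strain grown without phage in ampicillin broth; 0% = DMSO wells and 100% = ciprofloxacin 0.95 µg/ml wells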
PKA-R1A activ – PKA-R1A complex activation; activation, % at 11.4 µM; PKA-R1A dissociation, Cy5-IP20 fluorescence polarization; scaled: DMSO 0%, 113 µM cGMP 100%; 0.083% of 340,000 active; P00514+P68181; AID 504707;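 active = percent activation above the mean of all tested compounds plus 3 SD, cut at about 19% in these data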;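 also: higher means more PKAc released from R1A so a rise in polarization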
MOR-DOR ag – agonists of human mu-delta opioid receptor heterodimerization; P35372+P41143; cells, OPRM1-OPRD1 heterodimerization, luminescence; activation, % at 9.3 µM; 0.3% of 340,000 active; AID 504326; in the data active = activation above about 18%;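 also: 0% = vehicle-treated cells and 100% = reference agonist; values of inactives mirror those of a sister screen read the other way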
phage Ecoli inh – E. coli growth loss with phage present; growth absorbance; inhibition, % at 11.9 µM; 0.26% of 360,000 active; AID 651602; in the data active = inhibition above about 11%
Arrestin-AP2 inh – human beta-arrestin and AP2 interaction inhibition. FITC-arrestin peptide / GST-AP2 beads, flow cytometry; AP2 beta2 appendage carries R879A mutation. inhibition, % at 10 µM. 0.31% of 340,000 active;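 active = inhibition above a set limit, near 3 SD of compounds lacking own fluorescence, cut at about 54% in these data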;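 also: plate controls were DMSO wells for no effect and 5 µM unlabelled arrestin peptide for full effect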
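Test system: GST-tagged AP2 beta2-adaptin appendage (R879A) on 4 µm glutathione beads; also added: fluorescein-tagged arrestin peptide at 50 nM final; timing: 12 min plus 1 h, RT; signal: flow cytometry, FL1 (488/535 nm); read-out: percent drop in bead-associated FITC signal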
The depositor's hits bear a star; · = no result given; & = joins results of further samples. Random draw from the library; overall some 2.8% were active at least once.

SMILES	Tat export inh	Mot1-301 SUMO	Pemphigus Ab inh	AddAB inh	PfHsp90 set2	OPRM1-OPRD1 inv	Ecoli viability	PKA-R1A activ	MOR-DOR ag	phage Ecoli inh	Arrestin-AP2 inh
Cc1ccc(C)c(NC(=O)c2ccccc2NC(=O)C2CCCO2)c1 (stereo not drawn)	-5	-6	86	2.0	-3	13	-1.4	6	-2.6	5.3	-5
Cc1cccc(CCN(CC(=O)NCc2ccc(F)cc2)C(=O)c2csnn2)c1	6	12	103	3.0	-2	-3	-0.4	-11	0.5	0.6	7
Cn1cc(Cl)c(-c2nc3ccccc3[nH]2)n1	3	85	104	-1.0	26	-4	2.9	0	0.8	2.1	14
Cc1ccccc1NC(=O)N1CCC(NC(=O)C2CCCCC2)CC1	1	-4	106	3.4	33	3	-2.6	-5	-0.5	-7.9	1
O=C(COC(=O)c1cc(S(=O)(=O)N2CCOCC2)c(Cl)cc1Cl)c1ccc[nH]1	-1	1	·	1.8	7	-4	1.9	0	1.0	-1.2	-12
CCCn1c(SCC(=O)N2CCCC(C)C2)nnc1-c1ccccn1 (stereo not drawn)	5	17	105	1.2	13	6	-1.4	1	-1.2	3.2	12
Fc1ccccc1NC(=S)Nc1ccc(CN2CCOCC2)cc1	3	-16	94	-0.8	-6	13	-0.8	-2	-2.6	0.6	3
CC(C)c1ccc(NC(=S)Nc2cccc3ccccc23)cc1	5	32	·	0.9	-26	-17	-2.3	4	3.2	2.3	-14
COc1ccc(OC)c(/C=N/c2oc(-c3ccco3)c(-c3ccco3)c2C#N)c1	-3	·	95	3.0	-24	-22	-0.4	-23	3.7	2.9	2
Cc1ccc(OCC(=O)NNC(=O)C2CCN(c3nc(C)cc(C)n3)CC2)cc1	-1	-3	100	-0.1	-15	12	1.7	3	-2.1	1.9	2
C/C(CC(=O)N(C(C)C)C(C)C)=N\NC(=O)c1ccccc1Br	-10	-3	109	0.2	2	-5	-0.8	-7	1.0	1.8	-2
N#C/C(=N\Nc1cccc([N+](=O)[O-])c1)C(=O)c1ccc(Br)cc1	3	-16	100	-0.1	-1	9	0.3	-17	-1.7	4.0	-17
CCC(C)NS(=O)(=O)c1ccc(OCC(=O)N2CCCC2)cc1 (stereo not drawn)	0	2	122	0.9	-2	15	0.9	-8	-2.5	1.4	-4
CC(C)C[C@H]1CNC(=O)C(=O)N1CC1CCN(CC2CCC(C(C)(C)C)CC2)CC1 (stereo partly drawn)	-1	·	98	·	16	8	·	7	-1.6	-0.3	-13
COc1ccccc1CNC(=O)C(NS(=O)(=O)c1ccc2c(c1)OCCO2)C(C)C (stereo not drawn)	-8	-4	101	0.9	9	11	-0.9	-16	-2.4	2.0	-9
COc1ccc2c(c1)sc1nc(-c3ccccc3)cn12	16	6	99	5.1	24	2	-0.9	-13	-0.5	0.9	-9
COc1cccc(OC)c1C(=O)Nc1nc2cc3c(cc2s1)OCO3	8	-3	87	0.4	0	13	-0.2	-15	-2.4	0.8	1
O=C(c1nc[nH]c1C(=O)N1CCN(c2ccccc2)CC1)N1CCN(c2ccccc2)CC1	-5	0	102	1.6	-4	7	-2.1	-8	-1.2	0.2	22
COc1ccc(CS(=O)(=O)CC2(O)CCN(C(=O)c3cccc(C(F)(F)F)c3)CC2)cc1	-6	-11	120	-1.7	·	1	-1.4	0	-0.3	0.8	-2
O=S(=O)(c1ccc(-c2csc(Nc3ccc(F)cc3)n2)cc1)N1CCCC1	13	6	98	-0.7	8	-34	-0.2	-4	7.5	3.9	42
CC(=O)c1ccc(OCC(O)CN2CCN(Cc3ccc4c(c3)OCO4)CC2)cc1 (stereo not drawn)	1&-2	9	109&108	1.7&2.3	-31&11	12&0	-2.3&0.8	-2&4	-2.3&-0.1	2.4&3.6	2&-7
Cc1ccc(NC(=O)c2ccc(Cl)c(S(=O)(=O)N3CCCCCC3)c2)nc1	20	9	·	0.9	-11	-2	2.1	12	0.4	0.9	24
O=C(CCNC(=O)c1ccccc1)NN=Cc1ccc(Br)o1	10	1	92	-1.4	12	11	0.3	2	-2.2	1.9	33
CCC(C)NC(=O)C1CCN(S(=O)(=O)c2ccc(-n3cnnn3)cc2)CC1 (stereo not drawn)	-3	117	97	1.2	11	13	1.8	-16	-2.1	2.8	22
CN(C)c1nccc(N(Cc2ccccc2)Cc2ccccc2)c1C#N	16	-11	93	2.7	4	-31	0.4	-8	6.1	1.0	5

Further records follow:
SMILES	Tat export inh	Mot1-301 SUMO	Pemphigus Ab inh	AddAB inh	PfHsp90 set2	OPRM1-OPRD1 inv	Ecoli viability	PKA-R1A activ	MOR-DOR ag	phage Ecoli inh	Arrestin-AP2 inh
COc1ccc(CCC(=O)OCC(=O)c2ccc[nH]2)cc1OC	1	137	114	0.3	24	-12	-0.6	7	2.8	1.5	-6
CC(C)(C)NC(=O)CSc1n[nH]c(=O)n1-c1ccccc1	-3	59	100	2.4	·	13	1.0	-2	-2.2	0.9	-9
COc1ccc(OC)c(N2C(=O)CC(Cc3cc(C)cc(C)c3)C2=O)c1 (stereo not drawn)	0	-2	90	3.8	5	-11	2.1	5	2.0	1.7	-14
Cc1ccc(NC(=O)c2cnc3ccccc3n2)cc1C	8	-18	·	3.6	0	5	0.1	-10	-0.9	-0.7	7
COc1cc2cc(Oc3ccc4ccc(=O)oc4c3)c(=O)oc2cc1O	-2	5	99	3.2	-13	18	-1.3	-8	-3.5	2.0	0
Cc1ccc2nc(Nc3nc(C)cc(C(F)(F)F)n3)nc(C)c2c1	-3	7	105	0.6	·	-5	-2.3	-4	0.9	1.9	9
O=C(Nc1ccc(F)cc1)c1sc2cc(C(F)(F)F)cnc2c1-c1cccs1	6	393	99	2.0	55	-18	-0.4	-3	3.8	4.0	-1
Nc1cccc(O)c1	-7	222	103	-0.5	·	12	-1.9	-10	-2.3	1.7	40
CC(C)[C@H](NC(=O)Nc1cccc(C(F)(F)F)c1)C(=O)O	5	2	106	0.3	-12	0	0.8	-8	-0.1	2.8	-36
Cc1ccccc1CC(=O)Nc1ccc(C(=O)N2CCCC2)cc1	-3	5	106	3.5	14	8	4.1	4	-1.1	-0.6	29
CC(C)(C)c1ccc(-c2nnc(N)o2)cc1	-2	12	98	0.9	13	17	0.8	4	-3.3	1.3	2
CCC1CCCCN1CCCNC(=O)CCC(=O)N1CCOc2ccccc21 (stereo not drawn)	-5	0	105	0.5	-16	10	-1.8	-12	-1.7	2.9	5
O=C(CN1C(=O)NC2(CCCCC2)C1=O)N1CCN(S(=O)(=O)c2ccc(Cl)s2)CC1	-3	7	108	-1.1	-36	1	-2.6	3	-0.1	1.8	18
CN(CC(=O)O)Cc1oc(CO)cc(=O)c1O	-3	·	89	·	12	13	·	-8	-2.5	1.9	28
COc1cc(/C=C(\C#N)C(=O)c2c(C)[nH]c3ccccc23)cc(OC)c1OC	-3	-13	90	3.6	19	10	0.7	-4	-1.7	0.4	2
O=C(/C=C/c1ccc2c(c1)OCCCO2)c1ccccc1O	-6	-9	95	0.7	32	-24	0.5	-4	4.6	3.7	20
Cc1ccc(-c2nnc(SCC(=O)N/N=C/c3c(C)nn(-c4ccccc4)c3C)n2-c2ccccc2)cc1	1	214	100	2.7	-3	-1	-1.8	-7	0.2	3.4	-1
O=[n+]1c2c(n([O-])c3ccccc31)CCCC2	5	8	103	3.6	-8	-25	-0.4	-11	4.5	2.4	12
COc1cc(NC(=O)COC(=O)CNC(=O)C2CCCCC2)cc(OC)c1	0	13	96	-0.8	-15	4	-0.5	-13	-0.9	2.3	6
Cc1ccc(S(=O)(=O)N2CCCOC2CNC(=O)C(=O)NCCCn2ccnc2)cc1 (stereo not drawn)	2	81	103	1.4	10	15	-0.4	2	-2.8	3.2	4
Cn1c(=O)c(=O)n(C)c2cc(N3CCOCC3)c(NS(=O)(=O)c3ccc([N+](=O)[O-])cc3)cc21	0	1	100	2.7	-8	-9	-1.5	7	1.7	-0.5	-3
CCCNC(=O)NC(=O)CSc1ccc2c(c1)OCCO2	7	41	112	2.8	4	-12	0.8	-6	2.1	0.1	9
C=CC[n+]1c(/C=C2\C=Cc3cc(C)ccc3N2CC)ccc2ccccc21	-9	-15	106	20*	13	31	22*	-5	-6.7	12*	-45
COc1cc(-c2noc(CCCC(=O)NCc3ccco3)n2)cc(OC)c1OC	3	3	92	0.2	·	7	0.8	0	-1.4	2.3	6
O=C(Oc1coc(CSc2nnc(NC(=O)C3CC3)s2)cc1=O)c1ccccc1	-12	7	107	-1.4	-1	10	-6.3	4	-1.9	2.5	-2

Entries above with a thiophene ring, fused or not (2):
SMILES	Tat export inh	Mot1-301 SUMO	Pemphigus Ab inh	AddAB inh	PfHsp90 set2	OPRM1-OPRD1 inv	Ecoli viability	PKA-R1A activ	MOR-DOR ag	phage Ecoli inh	Arrestin-AP2 inh
O=C(Nc1ccc(F)cc1)c1sc2cc(C(F)(F)F)cnc2c1-c1cccs1	6	393	99	2.0	55	-18	-0.4	-3	3.8	4.0	-1
O=C(CN1C(=O)NC2(CCCCC2)C1=O)N1CCN(S(=O)(=O)c2ccc(Cl)s2)CC1	-3	7	108	-1.1	-36	1	-2.6	3	-0.1	1.8	18
